Dynein cargo inh – blocks dynein driven cargo transport along microtubules; 3617.4 mouse cells, GR-EGFP nuclear translocation imaging; test concentration mostly 20 µM; stimulated with dexamethasone, 1 µM; active compounds read low; z-score, hits read low; 220,000 tested, 0.47% active; AID 1381;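 active means plate z-score of nuclear minus cytoplasmic receptor signal below a set negative limit, without overly bright fluorescence or cell loss, cut at about -3.5 in these data, passing the limit was not always enough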;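 further: z-score of nuclear minus cytoplasmic ring GR-EGFP intensity difference per well; some compounds called inactive have numbers as strong as hits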
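Buffer or medium: tetracycline-free induction medium containing charcoal-stripped FBS / Reagent: dexamethasone agonist, 1.0 µM final, for 30 min / Technique: automated 10x imaging of fixed Hoechst-stained cells / Times: induction 48 h, compound 1 h, agonist 30 min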
bCat nuc transl – beta-catenin nuclear translocation modulation; 190,000 tested, 0.3% active; HeLa beta-catenin nuclear translocation, immunofluorescence imaging; AID 1665; nuclear translocation activity, % at 5 µM;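 active means nuclear translocation activity above 50% at 5 µM, with a well cell count of 50 or more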;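 further: per-cell ratio of nuclear to cytoplasmic median beta-catenin stain intensity; plate controls were DMSO negative control for no effect and GSK-3 inhibitor IX positive control for full effect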
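Signal – beta-catenin immunofluorescence imaging with DAPI · Test system – human HeLa cell line · Dosing – 5 µM primary single dose, 0.1% DMSO, 0.02–20 µM confirmation series · Measure – % activation, nuclear-to-cytoplasmic median beta-catenin signal ratio per cell · Incubation – 24 h compound exposure at 37°C, 5% CO2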
MT stabilizer – stabilizes microtubules in HeLa cells; HeLa tubulin immunostaining HCS, 24 h; share of cells brighter than vehicle mean+2SD; % tubulin-high responders, % at 10 µM; 200,000 tested, 0.83% active;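 active means plate Z-score above 3 for both tubulin-high and condensed-nucleus cell shares, with cell loss under 80%, at 10 µM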;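 further: anti alpha tubulin signal scored within the nucleus-defined area of each cell; some results filed as inactive read as strong as hits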
Lipid droplet – modulators of hepatic lipid droplet formation | AML12 mouse hepatocytes, oleate lipid droplets, BODIPY imaging | inhibition, % at 6.5 µM | 240,000 tested, 0.4% active | AID 1656;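 active means lipid droplet intensity inhibited by at least 50%, with more than 500 cells counted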
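Assay system: AML12 mouse liver cells | Compound: 6.5 µM single-point dosing | Schedule: Overnight exposure | Technique: Fluorescence imaging, 20x objective, two fields per well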
T cell modulator – T cell immune modulators affecting CD8 T cell-vesicle binding; 2C CD8+ T cell-vesicle binding, flow cytometry; active compounds read low; calls only at 7 µM; 330,000 tested, 0.068% active;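 active means response, share of CD8 T cells binding vesicles, and their 90th percentile fluorescence all below set limits, cut at about 80% in these data, passing the limit was not always enough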
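Material: 2C TCR transgenic mouse naive CD8+ T cells, MACS-purified. Also added: QL9-charged Drosophila Ld/ICAM-1/B7-1 vesicles. Timing: binding 1.5 h at 37 °C. Measured by: high-throughput flow cytometry with anti-B7-1 and anti-CD8 staining. Read-out: percent CD8+ FL2 mean versus row control. Controls: Unloaded micro-vesicles (low), QL9 vesicles with 0.7% DMSO (high).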
TNAP activation fold – stimulation of alkaline phosphatase TNAP activity – biochemical, luminescent, no phosphate acceptor, uHTS, primary screen (AID 1001); activation fold at 20 µM, or EC50 in µM where a hit was titrated; purified TNAP, luminescent activation assay, no phosphate acceptor; higher activation fold means a stronger effect; 200,000 tested, 0.03% active; in the data active means activation fold from about 3, or a potency from the dose series; inactive means the rest, 99 in 100 with activation fold below about 1.6; further: many of its hits are not listed in these tables
Insulin prom up – MIN6 insulin promoter up-regulation; AID 1625; 190,000 tested, 0.3% active; z-score at 5 µM; MIN6 insulin promoter-GFP reporter, high-content imaging; active compounds read high;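 active means z-score above 3 at 5 µM with at least 500 cells counted in the well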
PMI inhibitors – MPI enzyme activity inhibition – biochemical, fluorescence intensity, coupled assay, primary screen (AID 1209). purified PMI enzyme, coupled fluorescence intensity; higher % means a stronger effect. one-dose inhibition, % at 20 µM; IC50 in µM for titrated hits. 190,000 tested, 0.42% active; in the data active means inhibition above about 50%;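 further: plate controls were DMSO vehicle for no effect and wells lacking substrate for full effect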
Myeloid diff 2 – myeloid differentiation induction; AID 624256; 360,000 tested, 1% active; calls only at 10 µM; ER-HoxA9 myeloid progenitors, lysozyme-GFP differentiation, flow cytometry;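 active means normalized GFP-positive differentiation at or above the plate's own cutoff, the solvent-only control mean plus 3 SD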;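 further: cells exposed to compound for four days before flow analysis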
Dynein cargo inh cytoplasmic EGFP – recorded beside Dynein cargo inh, whose call it bears; z-score; measured here: cytoplasmic GR-EGFP intensity; active compounds read high
Dynein cargo inh nuclear GR-EGFP – recorded beside Dynein cargo inh, whose call it bears; z-score; measured here: nuclear GR-EGFP intensity;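 lower value marks the stronger effect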
Dynein cargo inh cell count – second read-out of Dynein cargo inh, no call of its own (marks repeat the call); z-score; measured here: cell count per field
Insulin prom up cell count – also measured in Insulin prom up; calls as there; cell count; measured here: cytotoxicity, nuclei count;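 total cells summed across four imaged fields per well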
Lipid droplet cells 6.5 µM – also measured in Lipid droplet; calls as there; cell count; measured here: cell count, cytotoxicity flag;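 cells counted across two imaged fields per well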
bCat nuc transl cell count 5 µM – second read-out of bCat nuc transl, no call of its own (marks repeat the call); cell count; measured here: cell count, cytotoxicity flag
T cell modulator vesicle-bound % – recorded beside T cell modulator, whose call it bears; double positive events, %; measured here: CD8+ vesicle-bound cell fraction;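 binding gate set so that unloaded-vesicle control wells show 10% double positive cells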
MT stabilizer Hoechst-high % – second read-out of MT stabilizer, no call of its own (marks repeat the call); % Hoechst-high responders; measured here: nuclear condensation Hoechst responders;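 share of cells brighter than vehicle mean plus two SD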
MT stabilizer cytotoxicity % – further read-out of MT stabilizer, marked with its call; toxicity, %; measured here: cytotoxicity by cell density;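 0% = mean cell density of plate MIN control wells and 100% = no cells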
Myeloid diff 2 GFP+ MAC1+ % – also measured in Myeloid diff 2; calls as there; GFP+ MAC1+ double positive, %; measured here: differentiation confirmed by MAC1 staining
Numbers without * were called inactive; i = inactive; . = not tested or not shown.

1: Cc1ccccc1Cn1c(=O)n(Cc2ccco2)c(=O)c2ccccc21
2: O=C(CCN1C(=O)c2ccccc2C1=O)NCCCn1ccnc1
3: CCOC(=O)C1=C(O)/C(=C/c2ccc(OCC(=O)O)c(OCC)c2)SC1=Nc1ccccc1
4: COC(=O)[C@@H](NC(=O)Nc1ccc(C(C)=O)cc1)C(C)C
5: O=C(c1ccccc1)N1CCC(=O)N1c1ccccc1
6: O=P(O)(CN1CCCCCC1)CN1CCCCCC1
7: Cc1nc2sc(C(=O)OCC(=O)N3c4ccccc4CC3C)c(C)c2c(=O)[nH]1 (stereo not drawn)
8: Cc1ccc(CN(c2ccc(C(=O)Nc3ccc4c(c3)OCO4)cc2)S(C)(=O)=O)cc1

| Screen / compound no. | 1 | 2 | 3 | 4 | 5 | 6 | 7 | 8 |
| --- | --- | --- | --- | --- | --- | --- | --- | --- |
| Myeloid diff 2 GFP+ MAC1+ % | 1.4 | 0.8 | 0.1 | 4.8 | 0.2 | . | 0.3 | 7.2 |
| Insulin prom up | -0.62 | -0.38 | -0.25 | -0.13 | -0.57 | 0.26 | 0.62 | 0.77 |
| bCat nuc transl | -1.1 | 0.8 | 0.0 | -0.2 | -1.2 | 0.7 | -0.2 | . |
| Dynein cargo inh cytoplasmic EGFP | -0.15 | -0.28 | -0.017 | 0.031 | -0.21 | -0.24 | 0.094 | -0.082 |
| bCat nuc transl cell count 5 µM | 1136 | 1097 | 1551 | 1361 | 1228 | 1056 | 953 | . |
| Dynein cargo inh | -0.42 | 0.36 | 0.25 | 4.3 | 0.17 | -0.25 | 0.23 | 0.81 |
| MT stabilizer | 4.1 | 1.9 | 3.5 | 4.1 | 1.9 | 2.2 | 5.9 | 2.7 |
| Dynein cargo inh nuclear GR-EGFP | -0.78 | 0.18 | 0.066 | 3.2 | 0.23 | 0.47 | 0.1 | 0.12 |
| Lipid droplet cells 6.5 µM | 722 | 718 | 752 | . | 673 | 639 | 705 | 776 |
| MT stabilizer cytotoxicity % | 8.9 | 3.2 | 4.4 | 11 | 10 | 8.8 | 5.7 | 8.9 |
| Myeloid diff 2 | i | i | i | i | i | . | i | i |
| T cell modulator vesicle-bound % | 12 | 50 | 2 | 44 | 39 | . | 41 | . |
| Lipid droplet | 0 | 5 | -7 | . | 0 | -2 | -29 | 4 |
| Dynein cargo inh cell count | -0.5 | 0.32 | -1.8 | -2.4 | 0.34 | 0.049 | -0.039 | 0.00066 |
| T cell modulator | i | i | i | i | i | . | i | . |
| TNAP activation fold | 1.1 | 1.1 | 1.1 | 1.1 | 1.2 | 1.1 | 1 | 1.1 |
| Insulin prom up cell count | 1176 | 1259 | 1338 | 1532 | 1278 | 1222 | 1630 | 884 |
| MT stabilizer Hoechst-high % | 1.3 | 1.2 | 3.1 | 3.9 | 1.9 | 1.7 | 1.0 | 1.6 |
| PMI inhibitors | 10% | -7% | -3% | -5% | -4% | 3% | 11% | 6% |

9: COCCN1Cc2cccc(C(=O)N3CCN(c4ccccc4)CC3)c2C1=O
10: COc1ccccc1OCCN(C#N)c1nc(N(C)C)nc(N(C)C)n1
11: COc1ccc(Cl)cc1C(=O)Nn1cnc2ccccc2c1=O
12: O=C(OCC#CCSc1nnc(-c2ccc([N+](=O)[O-])cc2)o1)c1cccs1
13: NC(=O)COC(=O)c1cccc(S(=O)(=O)N2CCN(c3ccccc3)CC2)c1
14: COc1ccc(NC(=O)C2=C(C)C(=O)OC23CCC(C)CC3)c(OC)c1 (stereo not drawn)
15: CCOC(=O)c1cnc2c(-c3ccc(Cl)cc3)cnn2c1C

| Screen / compound no. | 9 | 10 | 11 | 12 | 13 | 14 | 15 |
| --- | --- | --- | --- | --- | --- | --- | --- |
| Myeloid diff 2 GFP+ MAC1+ % | 1.1 | 0.6 | 4.8 | 0.8 | 0.6 | 3.3 | 0.5 |
| Insulin prom up | 0.18 | 0.29 | . | 0.43 | 0.27 | 1.3 | 0.04 |
| bCat nuc transl | . | . | . | -1.3 | 2.2 | -0.7 | 0.7 |
| Dynein cargo inh cytoplasmic EGFP | -0.24 | -0.29 | 0.22 | 0.11 | -0.25 | -0.19 | -0.11 |
| bCat nuc transl cell count 5 µM | . | . | . | 1200 | 1089 | 1156 | 1593 |
| Dynein cargo inh | 0.84 | 0.2 | -0.32 | 0.077 | -0.94 | 0.4 | 0.77 |
| MT stabilizer | 2.0 | 1.0 | 4.2 | 1.1 | 3.4 | 1.5 | 2.0 |
| Dynein cargo inh nuclear GR-EGFP | 0.3 | -0.13 | 0.2 | 0.047 | -0.4 | 0.55 | 0.57 |
| Lipid droplet cells 6.5 µM | 756 | 696 | . | 749 | 725 | 727 | 666 |
| MT stabilizer cytotoxicity % | 10 | 11 | 7.0 | 8.8 | 7.8 | 8.7 | 0.7 |
| Myeloid diff 2 | i | i | i | i | i | i | i |
| T cell modulator vesicle-bound % | 12 | 28 | 31 | 42 | 33 | 32 | 37 |
| Lipid droplet | 13 | -57 | . | -1 | 20 | 9 | 16 |
| Dynein cargo inh cell count | -0.091 | 0.18 | 0.11 | 0.17 | -0.25 | -0.14 | -1.8 |
| T cell modulator | i | i | i | i | i | i | i |
| TNAP activation fold | 1.1 | 1.1 | 1 | 1 | 1.1 | 1.1 | 1.1 |
| Insulin prom up cell count | 921 | 1371 | . | 912 | 1299 | 1936 | 1069 |
| MT stabilizer Hoechst-high % | 1.3 | 3.3 | 3.2 | 1.0 | 1.9 | 3.1 | 2.6 |
| PMI inhibitors | -13% | -15% | -10% | 5% | 6% | 7% | . |

Part of the list above in order of molar mass, highest first:
13: NC(=O)COC(=O)c1cccc(S(=O)(=O)N2CCN(c3ccccc3)CC2)c1
12: O=C(OCC#CCSc1nnc(-c2ccc([N+](=O)[O-])cc2)o1)c1cccs1
7: Cc1nc2sc(C(=O)OCC(=O)N3c4ccccc4CC3C)c(C)c2c(=O)[nH]1 (stereo not drawn)
9: COCCN1Cc2cccc(C(=O)N3CCN(c4ccccc4)CC3)c2C1=O
14: COc1ccc(NC(=O)C2=C(C)C(=O)OC23CCC(C)CC3)c(OC)c1 (stereo not drawn)
10: COc1ccccc1OCCN(C#N)c1nc(N(C)C)nc(N(C)C)n1
15: CCOC(=O)c1cnc2c(-c3ccc(Cl)cc3)cnn2c1C

| Screen / compound no. | 13 | 12 | 7 | 9 | 14 | 10 | 15 |
| --- | --- | --- | --- | --- | --- | --- | --- |
| Myeloid diff 2 GFP+ MAC1+ % | 0.6 | 0.8 | 0.3 | 1.1 | 3.3 | 0.6 | 0.5 |
| Insulin prom up | 0.27 | 0.43 | 0.62 | 0.18 | 1.3 | 0.29 | 0.04 |
| bCat nuc transl | 2.2 | -1.3 | -0.2 | . | -0.7 | . | 0.7 |
| Dynein cargo inh cytoplasmic EGFP | -0.25 | 0.11 | 0.094 | -0.24 | -0.19 | -0.29 | -0.11 |
| bCat nuc transl cell count 5 µM | 1089 | 1200 | 953 | . | 1156 | . | 1593 |
| Dynein cargo inh | -0.94 | 0.077 | 0.23 | 0.84 | 0.4 | 0.2 | 0.77 |
| MT stabilizer | 3.4 | 1.1 | 5.9 | 2.0 | 1.5 | 1.0 | 2.0 |
| Dynein cargo inh nuclear GR-EGFP | -0.4 | 0.047 | 0.1 | 0.3 | 0.55 | -0.13 | 0.57 |
| Lipid droplet cells 6.5 µM | 725 | 749 | 705 | 756 | 727 | 696 | 666 |
| MT stabilizer cytotoxicity % | 7.8 | 8.8 | 5.7 | 10 | 8.7 | 11 | 0.7 |
| Myeloid diff 2 | i | i | i | i | i | i | i |
| T cell modulator vesicle-bound % | 33 | 42 | 41 | 12 | 32 | 28 | 37 |
| Lipid droplet | 20 | -1 | -29 | 13 | 9 | -57 | 16 |
| Dynein cargo inh cell count | -0.25 | 0.17 | -0.039 | -0.091 | -0.14 | 0.18 | -1.8 |
| T cell modulator | i | i | i | i | i | i | i |
| TNAP activation fold | 1.1 | 1 | 1 | 1.1 | 1.1 | 1.1 | 1.1 |
| Insulin prom up cell count | 1299 | 912 | 1630 | 921 | 1936 | 1371 | 1069 |
| MT stabilizer Hoechst-high % | 1.9 | 1.0 | 1.0 | 1.3 | 3.1 | 3.3 | 2.6 |
| PMI inhibitors | 6% | 5% | 11% | -13% | 7% | -15% | . |
